# H9c2 protect: modulators protecting cardiomyocytes from myocardial damage | H9c2 cardiomyocytes, H2O2 injury protection, ATPLite, 2 h | protection from H2O2 cell death, % at 20 µM | 360,000 compounds, 0.63% hits | AID 588492;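 active = compounds giving at least 50% protection of heart cells from peroxide-induced death in the single-dose screen, raw or plate-pattern-corrected value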;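 also: 0% = DMSO wells with peroxide and 100% = DMSO wells without peroxide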
# HTR2A ag: activates the mouse 5-HT2A serotonin receptor. activation, % at 7.6 µM. P35363. CHO-K1 mHTR2A beta-arrestin complementation, luminescence; percent of 30 µM serotonin response. 360,000 compounds, 0.66% hits;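 active = activation above a run cutoff, the mean activation of all tested compounds plus 3 SD, cut at about 14% in these data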;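 also: 0% = plate median of compound wells and 100% = 30 µM serotonin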
# Target sequence (P35363 whole entry, looked up): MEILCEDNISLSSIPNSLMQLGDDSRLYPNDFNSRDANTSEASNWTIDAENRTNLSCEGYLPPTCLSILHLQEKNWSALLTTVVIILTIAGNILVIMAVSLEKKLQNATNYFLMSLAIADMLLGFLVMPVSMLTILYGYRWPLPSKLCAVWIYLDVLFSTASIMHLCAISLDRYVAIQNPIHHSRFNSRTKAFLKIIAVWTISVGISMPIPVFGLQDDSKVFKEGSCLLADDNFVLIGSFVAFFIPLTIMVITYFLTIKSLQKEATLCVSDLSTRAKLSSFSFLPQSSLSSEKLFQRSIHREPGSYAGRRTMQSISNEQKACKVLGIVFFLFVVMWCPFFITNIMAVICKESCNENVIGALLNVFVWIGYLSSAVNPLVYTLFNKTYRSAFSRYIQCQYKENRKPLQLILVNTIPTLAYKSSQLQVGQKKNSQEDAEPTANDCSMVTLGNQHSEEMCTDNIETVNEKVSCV
# Vif imaging: blocks HIV Vif function; HEK293T cells, Vif self-association by quenched fluorescence, imaging, 24 h; inhibition, % at 7.49 µM; 340,000 compounds, 0.35% hits; AID 602346; in the data active = inhibition above about 50%, passing the limit was not always enough; inconclusive = no clear call, values can overlap the other calls; inactive = below about 31%; also: some results filed as inactive read as strong as hits
# CaV13 FRET inh: Disruptors of the CACNA1D IQ motif to Ca2+-dependent inactivation inhibitor domain association, primary screening, Förster resonance energy transfer in intact living …. 340,000 compounds, 0.098% hits. HEK cells, CFP/YFP FRET ICDI-IQ, plate reader, 10 min; percent FRET-ratio fall versus neutral wells. inhibition, % at 12.3 µM;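 active = mean replicate inhibition of at least 30% and at least 1% of replicates passing that level; inconclusive = only one of the two criteria is met; inactive = neither criterion is met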;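 also: 0% = median of the neutral control wells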
# PDI inh: PDI (human) enzyme inhibition; inhibition, % at 10 µM; PDI insulin aggregation turbidity, A650, 90 min; 350,000 compounds, 0.052% hits; AID 588391; P07237;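 active = mean inhibition across replicates of 30% or more, whatever share of single replicates reach that level; inconclusive = mean inhibition below 30% while every single replicate reaches 30%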;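 also: absorbance from insulin aggregation driven by PDI reduction with DTT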
# Target sequence (P07237 whole entry, looked up): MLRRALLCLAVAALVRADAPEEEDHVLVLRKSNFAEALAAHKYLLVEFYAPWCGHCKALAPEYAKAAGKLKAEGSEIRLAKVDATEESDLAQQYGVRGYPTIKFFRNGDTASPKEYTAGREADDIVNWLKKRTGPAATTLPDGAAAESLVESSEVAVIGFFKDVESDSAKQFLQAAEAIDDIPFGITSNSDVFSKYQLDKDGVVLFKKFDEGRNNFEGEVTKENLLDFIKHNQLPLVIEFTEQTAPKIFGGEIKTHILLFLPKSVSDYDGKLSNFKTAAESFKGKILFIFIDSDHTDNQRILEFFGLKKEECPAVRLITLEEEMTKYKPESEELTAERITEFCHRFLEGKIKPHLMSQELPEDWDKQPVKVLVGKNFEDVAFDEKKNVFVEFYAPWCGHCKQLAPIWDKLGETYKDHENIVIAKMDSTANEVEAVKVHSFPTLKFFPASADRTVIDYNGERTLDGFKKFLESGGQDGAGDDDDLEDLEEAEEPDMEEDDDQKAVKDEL
# iPSC survival up: hiPSC single-cell survival enhancement; ATPlite luminescence; 100% = ROCK inhibitor wells, 0% = DMSO; survival enhancement, % at 20 µM; 360,000 compounds, 0.044% hits; AID 602274; in the data active = survival enhancement above about 18%;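 also: cells exposed to compounds for 16 hours before the ATP read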
# Exocytosis inh: blocks lytic granule exocytosis | TALL-104 LAMP-1 surface exposure, flow cytometry; cells stimulated with thapsigargin and PMA | inhibition, % at 10 µM | 360,000 compounds, 0.66% hits;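 active = inhibition above about 55%, limit read from the data; inconclusive = no clear call, values can overlap the other calls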
# ABCB6 inh MLPCN: inhibitors of human ABC transporter ABCB6; AID 602162; fluorescence ratio to DMSO, % at 10 µM; K562-ABCB6 porphyrin accumulation, flow cytometry, 1 h; hits give low values; 360,000 compounds, 0.19% hits;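 active = fluorescence ratio to DMSO below 75%, the collection mean minus 3 SD; inconclusive = too few cells collected in the well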;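 also: signal is porphyrin accumulated inside mitochondria; 100% equals median channel fluorescence of DMSO control wells; lower ratio means ABCB6 inhibition with less porphyrin fluorescence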
# aDG glyco act: increases alpha dystroglycan glycosylation. Pro5-aDG cells, alpha-DG glycosylation AlphaScreen (IIH6); 0% Pro5, 100% B10-LARGE cell signal. activation, % at 10 µM. 360,000 compounds, 0.22% hits. AID 624168;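 active = activation of at least 8% versus controls, or a plate z-score of at least 8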;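 also: Pro5 are CHO cells carrying HIG-tagged alpha-DG that lacks glycosylation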
# Glyco luc inh: blocks N-linked glycosylation in D54 reporter cells | D54 ERlucT glycosylation luciferase reporter, 24 h; percent of 100 nM tunicamycin response | reporter increase, % at 12.5 µM | 360,000 compounds, 0.23% hits | AID 588692;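 active = mean luciferase reporter signal, scaled so untreated is 0 and the glycosylation-blocking control 100, at or above a set limit in every replicate; inconclusive = mean reaches the limit but not every replicate does; inactive = mean below the limit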;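 also: luciferase carries N-glycosylation sites so blocking glycosylation raises the light; 0% = median of neutral control wells and 100% = median of 100 nM tunicamycin wells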
# * hit, by the source's call; ? = inconclusive; . = not tested or not shown.
SMILES,H9c2 protect,HTR2A ag,Vif imaging,CaV13 FRET inh,PDI inh,iPSC survival up,Exocytosis inh,ABCB6 inh MLPCN,aDG glyco act,Glyco luc inh
O=C(NCc1ccc(F)cc1)C(c1ccncc1)N(C(=O)c1csnn1)C1CC1 (centres undefined),6,-2,-7,-5,12,3.9,-1,99,-0.4,2
Cc1cc2ccccc2nc1SCC(=O)NC1CCCC1,-1,-3,10,-1,-4,0.2,0,97,0.7,-2
Cc1cccc(NC(=O)CN2C(=O)N/C(=C/c3ccc(C)s3)C2=O)c1,-3,-1,-8,-8,5,1.3,-4,146,0.0,-1
O=C(NC1CCCC1)c1ccc(CSCc2ccccc2F)o1,11,-2,-9,-4,2,0.2,2,97,-0.1,0
O=S(=O)(c1ccccc1)c1ncc(C(F)(F)F)cc1Cl,-10,-2,1,-5,11,-1.9,0,94,-0.1,2
O=C(COc1ccc(S(=O)(=O)N2CCOCC2)cc1)Nc1ccc(Br)cc1,-10,-8,0,-2,-5,-0.2,0,99,0.4,-1
CCOC(=O)C1(CCCc2ccccc2)CCN(C(=O)CN2CCOC2=O)CC1,0,1,-2,-5,1,-0.1,-7,119,0.3,-2
Cc1cc(NC(=O)C2=C(O)c3ccccc3S(=O)(=O)N2C)no1,19,-1,-6,-5,15,0.6,2,92,-0.1,1
Cc1ccc(C2CC(c3cccc(Br)c3)n3nc(N)nc3N2)cc1 (centres undefined),-4,-3,1,-13,.,-2.1,2,95,-0.1,3
CCn1c2ccccc2c2cc(N=C3SC(CC(=O)Nc4ccccc4OC)C(=O)N3C)ccc21 (centres undefined),-7,3,-4,-5,-6,-1.0,8,95,0.9,0
COC(=O)c1ccc(Oc2c(F)c(F)nc(N3CCOCC3)c2F)cc1,-5,2,-21,-4,-1,0.2,-6,91,0.1,0
COc1ccc(CCNC(=O)CCCN2C(=O)c3ccccc3C2=O)cc1OC,11,0,0,-9,0,2.4,1,98,0.0,1
Cc1ccc(S(=O)(=O)NC(=O)Nc2ccc(F)cc2)cc1,8,4,-6,.,4,2.6,1,91,0.3,-1
O=C(CN1C(=O)CCC1=O)Nc1nc(-c2ccc(Cl)s2)cs1,3,4,-3,-5,4,0.4,0,101,-0.4,2
CCC(Sc1ccc(Cl)cc1)C(=O)Nc1nnc(-c2cccc([N+](=O)[O-])c2)s1 (centres undefined),-19,13,-8,11,.,1.0,-1,92,0.1,-1
CC1CSc2nc3sc4c(c3c(=O)n21)CCCC4 (centres undefined),-13,-2,2,.,-16,1.0,0,104,-0.4,-1
COc1cc(C)nc(NC(=S)N(C)C(=O)c2ccccc2)n1,10,1,-7,-4,1,0.8,-1,101,0.3,-2
Cc1cc(Nc2cccc([N+](=O)[O-])c2)c2cccc(C)c2n1,-4,1,3,-4,-4,-0.9,4,96,0.2,-1
Cc1cc(-c2n[nH]c(=S)n2/N=C/c2ccc(Cl)c([N+](=O)[O-])c2)n[nH]1,6,1,1,-5,-11,0.0,2,100,-0.1,6
Cc1ccc(OCCNc2ccc(C(F)(F)F)cc2[N+](=O)[O-])cc1,0,1,0,-19,-4,2.0,12,102,-0.2,1
CCNC(=S)NNC(=O)c1ccc(OC(F)F)cc1,0,1,1,.,0,-0.5,-1,93,-0.2,1
Cc1cc(N)c2cc(NC(=O)/C=C/c3ccccc3Cl)ccc2n1,-32,-4,-1,.,-44,-1.2,15,102,-0.3,-22
Cc1ccc(NC(=O)Nc2nnc([C@H]3C[C@H](O)[C@@H](CO)O3)s2)cc1,0,-1,-2,-5,-9,-1.6,3,96,-0.4,-1
COc1cccc(/C=C2\SC(=O)N(CC(=O)NC3CCS(=O)(=O)C3)C2=O)c1 (centres undefined),-3,2,0,-14,-7,0.2,-1,100,0.0,-1
Cc1cccc(Nc2cnn(C34CC5CC(CC(CC(=O)O)(C5)C3)C4)c(=O)c2Cl)c1,-10,5,3,-9,1,3.0,8,96,0.0,3
SMILES,H9c2 protect,HTR2A ag,Vif imaging,CaV13 FRET inh,PDI inh,iPSC survival up,Exocytosis inh,ABCB6 inh MLPCN,aDG glyco act,Glyco luc inh
CCOC(=O)Cc1nnc(NC(=O)CSc2ncc(-c3ccccc3)nn2)s1,9,0,-1,-2,-1,-0.8,0,101,0.2,0
COc1ccc(OC)c(C2=NS(=O)(=O)N(C)C(C(=O)NCc3cccs3)=C2)c1,-5,0,10,-17,0,0.5,-1,121,0.1,2
CC1(C)Cc2c(ccc3ccccc23)C(=O)N1,-10,-5,-8,-9,0,-0.8,-1,100,0.1,-10
Cc1cc2nc(-c3ccc(F)cc3)c(CC(C)(C)C)n2c(C)c1Br,0,-3,.,-5,.,-0.1,-4,97,1.0,-7
COc1ccc(NC(=S)Nc2ccccc2)c(OC)c1,1,5,1,-17,-2,-0.4,0,99,0.1,2
Cc1cc(F)ccc1NC(=S)NCCc1ccccc1,0,9,-2,-3,4,-0.3,-6,105,-0.2,-2
N#C/C(=C/c1ccc(N2CCOCC2)o1)C(=O)Nc1ccccc1,-15,0,.,14,25,-0.9,-1,100,-0.1,-10
CSC(=NS(=O)(=O)c1ccccc1)SC,7,-2,2,-5,13,0.2,-1,103,-0.2,0
O=C(CNC(=S)N(CCCN1CCOCC1)Cc1cccs1)NCc1ccccc1Cl,-1,-3,3,-5,-2,-0.6,39,96,0.0,-5
Cc1ccc(-c2csc(NC(=O)c3cc([N+](=O)[O-])ccc3N3CCOCC3)n2)cc1,2,1,-6,-5,8,0.5,1,99,-0.1,3
O=[N+]([O-])c1cnccc1Nc1ccc(Cl)cc1,-3,-2,-14,-14,-3,-0.2,2,95,0.0,-3
Cc1ccc(NNC(=O)c2c(C)noc2C)cc1Cl,-6,-2,2,-5,-6,-0.3,14,106,0.5,3
Cc1c(C)n(C(=O)CN2CCC(C(N)=O)CC2)c2ccccc12,4,-5,.,.,4,-0.7,-1,98,-0.2,2
COc1cc(CCC(=O)OCC(=O)Nc2c(C)cc(C)cc2C)cc(OC)c1OC,5,0,3,-3,1,2.2,-1,112,-0.2,6
COc1ccccc1CC(=O)N1CCCC(CCC(=O)NCc2ccccc2F)C1 (centres undefined),12,2,.,-1,6,0.0,-2,95,-0.1,2
O=C(CN1C(=O)c2ccccc2S1(=O)=O)N1CCc2ccccc2C1,5,2,-4,-3,9,-0.1,0,95,-0.2,-10
O=C(Cc1c[nH]c2ccccc12)N[C@@H](Cc1c[nH]c2ccccc12)C(=O)O,-2,2,0,-14,0,-0.5,0,95,-0.1,2
Cc1ccc(OCC(=O)N/N=C/c2cccn2C)cc1,-5,-2,-1,-4,-7,-2.8,-3,91,0.1,1
C=CCN(CC(=O)NCc1ccccc1)C(=O)c1csnn1,0,3,6,-3,-1,3.9,5,103,0.0,-1
O=C(NC(=S)NNC(=O)c1ccccc1O)c1ccco1,21,11,0,-4,-1,0.4,4,100,-0.4,1
CCCC(=O)Nc1sc(C(=O)OC)c(C)c1C(N)=O,11,-4,6,-7,-9,0.8,0,157,-0.3,2
Cc1nc(CN(C)C(=O)c2cc(COc3ccc4ncccc4c3)on2)cs1,-31,11,-15,-4,3,-0.6,-4,95,2.1,-2
OCCNc1nc(-c2ccccc2)c2ccccc2n1,6,6,2,-4,12,-0.4,4,111,1.8,1
CC(C)NC(=O)N(Cc1ccc(Cl)cc1)Cc1cccs1,0,-6,1,-3,-2,0.4,0,94,0.1,-1
CCOC(=O)CC1(CC)Oc2ccccc2N1S(=O)(=O)c1ccc(C)cc1 (centres undefined),.,-1,.,-6,.,.,5,.,1.0,.
SMILES,H9c2 protect,HTR2A ag,Vif imaging,CaV13 FRET inh,PDI inh,iPSC survival up,Exocytosis inh,ABCB6 inh MLPCN,aDG glyco act,Glyco luc inh
COc1nnc(-c2ccc(N3CCCCC3)c(NC(=O)C3CCCCC3)c2)c2ccccc12,-15,-3,16,-3,-3,2.6,3,95,0.9,-17
CCCC(=O)Nc1ccc(C=C(C(C)=O)C(C)=O)cc1,6,-1,5,-17,4,-1.0,-5,97,-0.1,3
CCc1nnc(NC(=O)c2nc(S(=O)(=O)Cc3ccccc3)ncc2Cl)s1,-16,2,-20,-5,7,-0.5,10,84,-0.3,3
COC(=O)c1cccc(NC(=O)CC2NCCNC2=O)c1 (centres undefined),5,-1,1,-3,16,-0.1,1,96,0.0,-1
CCOc1c2ccc(C(=O)NCCc3ccc(C)cc3)cc2nn1CC,-2,-2,12,-11,-2,1.8,-5,99,-0.1,5
CCCCN(C)CCCNC(=O)CC1Oc2ccccc2NC1=O (centres undefined),-2,11,14,-8,-4,0.3,-4,98,0.1,2
COc1cc(/C=C2\SC(=S)N(Nc3ncc(C(F)(F)F)cc3Cl)C2=O)cc(OC)c1OC,-12,4,.,-4,-4,0.1,-1,110,0.0,0
Cc1cc(NC(=O)CC(C)C)c(=O)n(Cc2ccccc2F)c1,-3,1,-4,-4,-3,-0.5,1,92,-0.1,3
Cc1nc2c(C)cccc2cc1C(=O)N/N=C/c1ccc(C(=O)O)cc1,3,-1,31,3,10,0.2,2,102,-0.3,1
COc1ccccc1C1CCN(Cc2cccc(C(=O)N3CCC(O)CC3)c2)CC1,-2,-14,-15,.,-3,0.2,2,95,0.0,-3
O=C(/C=C/c1cccnc1)c1cccc(O)c1,-12,-4,19,-2,44*,0.9,-2,99,0.3,?
CNC(=O)c1ccsc1NC(=O)c1ccccc1,-2,-6,0,-7,-3,-0.8,4,98,0.5,1
CCOC(=O)C1(C)CCCN(C(=O)c2cc(C)oc2C)C1 (centres undefined),7,-2,23,-12,13,1.6,-5,98,0.4,3
CCOC(=O)c1c(C)[nH]c(C)c1C(=O)COC(=O)c1cccnc1Cl,3,-2,-15,-6,-7,-1.5,12,105,-0.2,1
CC(C)N1C(=S)SC2CS(=O)(=O)C=C21 (centres undefined),-4,7,0,.,5,8.0,0,101,-0.2,2
CCC(=O)OCc1cc2cccc(C)c2[nH]c1=O,2,4,0,.,-4,-0.1,-1,98,0.1,2
CCSc1nc2ccccc2n1Cc1cccc([N+](=O)[O-])c1,13,-10,-6,-3,4,-1.3,-2,100,0.6,-4
Cc1ccc(S(=O)(=O)NCCC(=O)NNc2c(F)c(F)cc(F)c2F)cc1,0,0,30,-6,-25,0.4,2,86,0.3,5
COC(=O)c1ccccc1OCC(=O)NC1CCCCC1,8,-1,-4,-4,-3,-2.7,13,101,-0.3,0
CCN(CC)CCCN=Cc1c(-c2ccccc2)[nH]n(-c2nc3ccccc3s2)c1=O,4,1,1,-6,-4,-0.7,-1,93,-0.1,5
S=C(Nc1ccc(Nc2ccccc2)cc1)N1CCN(c2ncccn2)CC1,-3,-4,-3,-3,6,1.9,1,99,0.0,-1
CCNC(=O)C1(C)CCCN(Cc2noc(-c3ccccc3OC)n2)C1 (centres undefined),-2,8,-8,-7,-3,2.9,-2,94,0.2,-4
COc1ccc(CCNC(=O)C2CCN(S(=O)(=O)c3ccc4c(c3)oc(=O)n4C)CC2)cc1OC,-2,7,-1,-1,-2,-0.4,-3,100,-0.1,1
